Insulin prom inh: TRM-6 insulin promoter activity inhibition | TRM-6 cells (human fetal islet line), insulin promoter-eGFP reporter, imaging; reporter expression induced with tamoxifen | inhibition, % at 2 µM | 130,000 compounds, 0.9% hits;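 active = inhibition above the mean plus 3 SD, with well images judged a real hit on visual review, cut at about 60% in these data, passing the limit was not always enough; inconclusive = inhibition over the cutoff but images rejected on review; inactive = inhibition not above the cutoff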
SDO1 yeast rescue: compounds rescuing growth of sdo1-depleted yeast, bone marrow failure model | z-score at 10 µM | 140,000 compounds, 0.21% hits | S. cerevisiae sdo1-depleted JHY4D growth rescue, OD600 30 h; stronger effect = higher value; pdr5 snq2 efflux-pump mutant strain;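 active = z-score above 3 at both the 24 hr and the 30 hr optical density reads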;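 also: z-score against mean and SD of all compound wells on the same plate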
SDO1 yeast rescue Rescue 24 h: recorded beside SDO1 yeast rescue, whose call it bears; z-score; S. cerevisiae sdo1-depleted JHY4D growth rescue, OD600; measured here: growth rescue at 24 h;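 0 is the plate mean of compound wells and units are plate SD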
Numbers without * were called inactive; ? = inconclusive; . = no result given. This is a subset. The share of hits here may be higher or lower than overall.

SMILES	Insulin prom inh	SDO1 yeast rescue	SDO1 yeast rescue Rescue 24 h
CCn1c(=O)cc(SCC(=O)N2CCN(C3CCCCC3)CC2)c2ccccc21	-9	-0.68	-0.6
CNC(=S)N(CCc1c(C)[nH]c2ccc(C)cc12)Cc1ccco1	24	-1	-1.1
CCOc1ccc(-c2c(C(=O)N/N=C/c3ccc(OC(C)C)cc3)nnn2-c2nonc2N)cc1	.	0.37	0.43
N/C(=N\c1nc2c(c(=O)[nH]1)CCC2)Nc1cccc2ccccc12	-4	-0.14	1.1
Cc1cc(C(=O)Nc2ccccc2N2CCOCC2)ccc1[N+](=O)[O-]	.	-0.43	-0.57
CCc1ccc(S(=O)(=O)ON2C(=O)c3ccccc3C2=O)cc1	-24	.	.
CCN=c1scc(C)n1/N=C/c1ccsc1	-18	-0.44	-0.81
COC(=O)c1c(O)c2c([nH]c1=O)CCCC2	52	0.63	0.8
CC(C)CCOC(=O)/C(=C/c1ccco1)NC(=O)/C=C/c1ccccc1	42	-1.6	-2
Cc1ccc(N=C2NC(=O)C(CC(=O)O)S2)cc1 (stereo not given)	.	0.43	-0.02
COc1ccc(C(=O)OC(C)C(=O)Nc2cc(C(F)(F)F)ccc2Cl)c(OC)c1OC (stereo not given)	.	-0.69	-0.34
CCCc1nn(C)c(C(N)=O)c1[N+](=O)[O-]	38	.	.
COCCCNCCOCCOc1c(OC)cccc1OC	-22	-0.32	-0.27
CCOc1cc(/C=N/Nc2nc(Nc3ccccc3)nc(N3CCCCC3)n2)ccc1OCC(=O)O	58	.	.
Cc1nc(CNS(=O)(=O)c2cccc(F)c2)cs1	0	.	.
Cc1cc(N2CCOCC2)c2c(N)c(C)cc(C)c2n1	3	0.37	0.1
Brc1ccccc1-c1nc(-c2ccccc2)no1	15	-0.66	-0.91
CC(C)(Oc1ccc(Cl)cc1)C(=O)Nc1cccnc1	-8	0.46	0.13
N#C/C(=C/c1cn(CC(=O)O)c2ccccc12)c1ccc(F)cc1	3	0.39	0.15
Cc1nn(-c2ccccc2)c(C)c1C(=O)OCC(=O)Nc1ccc2c(c1)OCO2	.	-0.53	0.08

Some of the entries so far, as a markdown table:
| Structure | Insulin prom inh | SDO1 yeast rescue | SDO1 yeast rescue Rescue 24 h |
| --- | --- | --- | --- |
| Cc1nc(CNS(=O)(=O)c2cccc(F)c2)cs1 | 0 | . | . |
| Cc1cc(N2CCOCC2)c2c(N)c(C)cc(C)c2n1 | 3 | 0.37 | 0.1 |
| Brc1ccccc1-c1nc(-c2ccccc2)no1 | 15 | -0.66 | -0.91 |

Remaining list, next part
SMILES	Insulin prom inh	SDO1 yeast rescue	SDO1 yeast rescue Rescue 24 h
COc1cc2c(cc1OC)-c1nnc(C)n1C(C)(C)C2	19	0.34	-0.22
CNC(=S)N1N=C(c2ccc(C)cc2)CC1c1ccc(Br)cc1 (stereo not given)	27	-0.77	-0.54
Cc1sc2nc(CN(C(=O)NC3CCCCC3)C3CCCCC3)[nH]c(=O)c2c1C	-363	-1.3	-0.96
CCOCCN(C=O)c1cccc(OC)c1	36	1.3	0.91
O=C(CSc1nc2c(c(=O)n1-c1ccc(Cl)cc1)SCC2)Nc1nccs1	43	-0.41	-0.87
CC(=O)NC(CC(=O)Nc1ccc(S(=O)(=O)N2CCCCC2)cc1)c1ccccc1 (stereo not given)	-22	-0.49	-0.55
CCOc1ccccc1C(=O)Nc1nncs1	3	0.67	0.43
O=c1c2c3c(sc2nc2n1CCCC2)CCCC3	68	-0.09	-0.36
CS(=O)(=O)Nc1ccc(C2=NN(C(=O)c3ccco3)C(c3ccccc3F)C2)cc1 (stereo not given)	27	.	.
CC1CC(C)CN(S(=O)(=O)c2cc(C(=O)O)c(Cl)s2)C1 (stereo not given)	54	1.1	0.88
O=S(=O)(NCC1COc2ccccc2O1)c1ccc2ccccc2c1 (stereo not given)	-15	-0.87	-0.42
COc1cc(/C=C2\SC(=Nc3ccc(O)cc3)NC2=O)cc(OC)c1O	-121	.	.
COC(=O)c1c(NC(=O)COC(=O)[C@@H](NS(=O)(=O)c2cccc(Cl)c2)C(C)C)sc2c1CCC2	-15	0.37	0.31
O=C(NCc1ccccn1)c1cccc(NS(=O)(=O)c2cccc(Cl)c2)c1	-57	0.67	1.2
N#Cc1sc2nc(-c3ccccc3)cc(-c3ccco3)c2c1N	.	-1	0.99
CCCCC(=O)N/N=C/c1ccc(-c2ccc([N+](=O)[O-])cc2)o1	-29	.	.
CCNCCOC(c1ccccc1)c1ccccc1	-350	-0.79	-1.8
CCOc1ccc(CCNC(=O)CCc2c(C)nc3ncnn3c2C)cc1OCC	-16	-0.04	-0.48
O=C(Cc1cccs1)Nc1ccc(NC(=O)c2ccco2)cc1	0	0.15	-0.62
COc1ccc(S(=O)(=O)N2CCOCC2)cc1NC(=O)CN(C)Cc1c(F)cccc1Cl	-35	.	.
O=C(CSc1cccc[n+]1[O-])c1cc2ccccc2o1	.	1.1	1
CCOc1ccccc1NC(=O)N1CCC(NC(=O)c2cccc(C)c2)CC1	-27	1.1	1.4
CCC(c1nnc(SCC(=O)Nc2ccc(C(C)=O)cc2)n1C1CCCCC1)N(C)C (stereo not given)	-49	0.31	-0.16
CN1CCN(CC(=O)N2c3ccccc3C(C)(c3ccccc3)CC2(C)C)CC1 (stereo not given)	-21	0.9	0.73
CCOC(=O)C1=C(N)Oc2ccc3ccccc3c2C1c1cccnc1 (stereo not given)	-333	-0.6	-1
COc1cccc(CNc2ncnc3cc(Cl)ccc23)c1	?	.	.
CCCCN(CC)C(=O)Cn1c(=O)sc2ccccc21	-250	0.04	-0.1
COc1ccccc1-n1c(C)nnc1SCC(=O)Nc1cc(C)cc(C)c1	26	0.11	-0.72
CCOC(=O)Cn1cnc([N+](=O)[O-])n1	3	1.2	-0.42
Cc1cccc(OCC(=O)N/N=C\C=C\c2ccc3c(c2)OCO3)c1C	.	-0.44	0.34
CC(NCC(O)COCCC12CC3CC(CC(C3)C1)C2)c1ccccc1 (stereo not given)	-32	.	.
COCCNC(=O)C(c1ccco1)N(C(=O)Cn1nnc2ccccc21)c1ccc(C)cc1C (stereo not given)	-62	0.79	0.66
CCn1c(NCc2ccco2)nc2ccccc21	28	.	.
O=C(COC(=O)c1cccc(C(F)(F)F)c1)NCc1ccccc1	-57	-0.4	-0.76
CCOC(=O)c1c(-c2ccc(F)cc2)csc1NC(=O)CCN1CCOCC1	.	-2.2	-1.6
Nc1nnc(C2CCCC2)s1	0	-0.06	-0.92
CCCn1c(CN(Cc2ccccc2)Cc2ccccc2)nc2c1c(=O)n(C)c(=O)n2C	43	-1.4	-1.1
O=C(CCS(=O)(=O)c1ccccc1)Nc1ccccc1-c1nc2ccccc2s1	.	-0.98	-0.34
Cc1noc(C)c1COC(=O)c1ccccc1Oc1ccccc1	-8	0.01	0.28
Cc1nn(C)c(C)c1/C=C/C(=O)c1ccc(Cl)cc1Cl	26	.	.

In a second layout: entries from further up.
compound | Insulin prom inh | SDO1 yeast rescue | SDO1 yeast rescue Rescue 24 h
CCC(c1nnc(SCC(=O)Nc2ccc(C(C)=O)cc2)n1C1CCCCC1)N(C)C (stereo not given) | -49 | 0.31 | -0.16
CN1CCN(CC(=O)N2c3ccccc3C(C)(c3ccccc3)CC2(C)C)CC1 (stereo not given) | -21 | 0.9 | 0.73
CCOC(=O)C1=C(N)Oc2ccc3ccccc3c2C1c1cccnc1 (stereo not given) | -333 | -0.6 | -1
COc1cccc(CNc2ncnc3cc(Cl)ccc23)c1 | ? | . | .
CCCCN(CC)C(=O)Cn1c(=O)sc2ccccc21 | -250 | 0.04 | -0.1
COc1ccccc1-n1c(C)nnc1SCC(=O)Nc1cc(C)cc(C)c1 | 26 | 0.11 | -0.72
CCOC(=O)Cn1cnc([N+](=O)[O-])n1 | 3 | 1.2 | -0.42
Cc1cccc(OCC(=O)N/N=C\C=C\c2ccc3c(c2)OCO3)c1C | . | -0.44 | 0.34
CC(NCC(O)COCCC12CC3CC(CC(C3)C1)C2)c1ccccc1 (stereo not given) | -32 | . | .
COCCNC(=O)C(c1ccco1)N(C(=O)Cn1nnc2ccccc21)c1ccc(C)cc1C (stereo not given) | -62 | 0.79 | 0.66
CCn1c(NCc2ccco2)nc2ccccc21 | 28 | . | .
O=C(COC(=O)c1cccc(C(F)(F)F)c1)NCc1ccccc1 | -57 | -0.4 | -0.76
CCOC(=O)c1c(-c2ccc(F)cc2)csc1NC(=O)CCN1CCOCC1 | . | -2.2 | -1.6
Nc1nnc(C2CCCC2)s1 | 0 | -0.06 | -0.92
CCCn1c(CN(Cc2ccccc2)Cc2ccccc2)nc2c1c(=O)n(C)c(=O)n2C | 43 | -1.4 | -1.1
O=C(CCS(=O)(=O)c1ccccc1)Nc1ccccc1-c1nc2ccccc2s1 | . | -0.98 | -0.34
Cc1noc(C)c1COC(=O)c1ccccc1Oc1ccccc1 | -8 | 0.01 | 0.28
Cc1nn(C)c(C)c1/C=C/C(=O)c1ccc(Cl)cc1Cl | 26 | . | .

(more compounds)
SMILES	Insulin prom inh	SDO1 yeast rescue	SDO1 yeast rescue Rescue 24 h
O=c1cc(CSc2ccc(Cl)cc2)nc(N2CCOCC2)[nH]1	10	0.04	-0.72
CC(C)n1c(CCCO)nc2ccccc21	48	-0.21	-0.87
COc1ccc(OC)c(Nc2nc(=O)c3cccnc3s2)c1	29	.	.
CCOC(=O)c1[nH]c(C)c(C(=O)Nc2cc(Cl)ccc2C)c1C	-119	0.14	-0.5
O=C(Nc1ccc(S(=O)(=O)Nc2nccs2)cc1)c1cc(-c2ccccc2Cl)nc2ccccc12	.	-0.39	-0.12
N#C/C(=C\c1ccco1)C(=O)NCC1CCCO1 (stereo not given)	67	0.07	-0.75
CCOC(=O)c1c(C)oc2c(CN3CCN(C)CC3)c(Br)c(OC)c(O)c12	21	1.2	-1.4
C/C(=N\NC(=O)c1cccc(Cl)c1)c1cccc(NC(=O)C(C)C)c1	-3	0.86	0.25
CCOc1cc2c3c(c1)C1(Nc4ccccc4S1)C(=O)N3C(C)(C)CC2C (stereo not given)	21	-0.86	0.48
CC(C)(C)c1ccc(/C=C2\Oc3cc(OC(=O)N4CCOCC4)ccc3C2=O)cc1	-3	0.47	-0.79
O=C(CSc1nnc(-c2ccc(Br)cc2)n1C1CCCCC1)N1CCCC1	-14	-1.4	-0.78
Nc1cc(=O)[nH]c(SCC(=O)Nc2ccc3c(c2)CCC3)n1	7	.	.
Cc1ccc(N2C(=O)C3Sc4[nH]c(=O)sc4C(c4ccccc4)C3C2=O)cc1 (stereo not given)	-21	1.2	0.65
CCOC(=O)c1ccc(NC(=O)NC2CC3CCC(C2)N3)cc1 (stereo not given)	-33	.	.
CC(C)c1ccc(OCc2ccc(C(=O)N3CCN(c4ccccn4)CC3)cc2)cc1	-9	-0.41	0.24
CCOC(=O)c1cnc(SCC(=O)N2CCN(C(=O)c3ccco3)CC2)nc1N	0	0.61	0.59
O=C(Nc1cc(C(F)(F)F)ccc1N1CCCCC1)c1ccc(Br)o1	-36	0.97	2.8
O=C(Nc1ccc2oc(-c3ccccc3F)nc2c1)c1ccc2c(c1)OCCO2	18	-1.2	-0.79
CCN(CC)S(=O)(=O)c1cccc(NC(=O)COc2ccc(F)cc2Br)c1	-18	.	.
O=C(NCCC1=CCCCC1)c1cnc2n(c1=O)CCS2	-259	0.05	-0.23
COc1cc(C(=O)Nc2nc(-c3ccc(Cl)cc3)c(C)s2)ccc1OCC(=O)Nc1ccc(F)cc1	.	-1.6	-0.73
COC(=O)c1ccccc1S(=O)(=O)Nc1ccc2cn[nH]c2c1	.	-0.18	-0.51
Cc1cc(NS(=O)(=O)c2ccc(Nc3nc(-c4sc(N)nc4C)cs3)cc2)no1	-30	0.16	-0.97
Cc1cc(C)n(CC(=O)NC2CCCCC2)n1	-67	0.64	-0.03
O=C(OCn1nnc2ccccc2c1=O)c1ccc2c(=O)n3c(nc2c1)CCC3	0	-0.4	-1.3
CCC(C)[C@H](NC(=O)Nc1ccc2c(c1)OCCO2)C(=O)O (stereo not given in full)	-50	0.23	0.12
O=C(Cn1cncc1-c1ccc([N+](=O)[O-])cc1)Nc1cccc2ccccc12	.	-1.5	-1.1
CCOc1ccc(N(CC(=O)NC2CCCCC2)C(=O)CSc2nnc(COc3ccccc3)o2)cc1	-23	-0.99	-0.22
O=C(COc1ccc(Cl)cc1Cl)Nc1c(-c2cccs2)nc2ccccn12	6	-0.51	-0.15
C=CCOc1cccc(NC(=O)c2ccccc2SC)c1	-70	.	.
Cc1ccc(OCC(=O)NNC(=O)CCC(=O)Nc2ccc(C)cc2C)cc1	21	-0.31	0.11
COc1cc2[nH]c(=S)n(CCN3CCCCC3C)c(=O)c2cc1OC (stereo not given)	4	0.39	-0.18
Cc1ccc(S(=O)(=O)N(CC(=O)NCCC2=CCCCC2)Cc2ccccc2F)cc1	-55	-0.82	-0.45
CCSc1nnc(NC(=O)c2cccs2)s1	7	-0.34	-0.16
COc1cc(C)c(Br)cc1S(=O)(=O)N1CCOCC1	5	0.65	0.03
COCCCNc1ncnc2c1cnn2-c1ccc(C)cc1C	-22	0.61	0.63

From PubChem
